All columns: NCI-60 one-dose screen, growth in % after 48 h at 10 µM unless noted; 100 = growth as untreated, 0 = no growth, -100 = all killed.
MCF7: MCF7 breast cancer; AID 1794796; 82,000 compounds, 6.3% hits
MDA-MB-231: MDA-MB-231 breast cancer; 81,000 compounds, 5% hits
SR: SR leukemia cells | AID 1794780 | 73,000 compounds, 8.7% hits
RPMI-8226: RPMI-8226 leukemia cells; 77,000 compounds, 7.5% hits
K-562: K-562 leukemia; 78,000 compounds, 7.4% hits; AID 1794777
MDA-MB-468: MDA-MB-468 breast cancer; 78,000 compounds, 8.5% hits; AID 2202374
MOLT-4: MOLT-4 leukemia cells; 80,000 compounds, 6.9% hits; AID 1794779
MDA-MB-435: MDA-MB-435 melanoma. 82,000 compounds, 7.8% hits. AID 1794794
* = called active by the depositor; · = not tested or not shown; & = joins results of further samples. How the source made its calls: active means growth percent below 10; inactive means the rest.

SMILES	MCF7	MDA-MB-231	SR	RPMI-8226	K-562	MDA-MB-468	MOLT-4	MDA-MB-435
CCc1ccc(-c2ccc(NC3CCCCCC3)nn2)cc1S(N)(=O)=O	95	109	103	99	112	102	92	106
COc1ccc(CNc2ccc(Nc3ncc(NC(=O)Nc4cc(OC)cc(OC)c4)c(Oc4ccc(OC)cc4)n3)cn2)cc1	95	86	·	82	·	106	·	93
Cc1nc2sccn2c1-c1nc2sccn2c1/C=C1/C(=O)Nc2ccccc21	11	45	·	20	·	·	·	-64*
COc1ccc(NCc2cn(-c3ccc(C(=O)O)cc3)nc2-c2ccc(C(=O)O)cc2)cc1C(F)(F)F	96	82	131	88	111	99	123	101
OC1(c2ccccc2)CC(c2ccccc2)c2ccccc2O1 (stereo not drawn)	109	92	95	·	94	110	86	111
CCN(CC)CCC(c1ccccc1)c1ccccc1	96	98	98	108	108	109	94	109
CCc1c(N)nc(N)nc1Nc1ccc(C)cc1	85	113	91	85	90	91	96	97
CCCCCCCC(=O)N1CCOCC1	96	106	214	116	132	·	175	104
Nc1ccccc1Cn1c(=O)[nH]c2cnc(Nc3ccc(OCCN4CCCCC4)cc3)nc21	89	94	92	104	74	108	98	104
Nc1cccc(C(=O)Nc2ccc3c(O)c(N=Nc4ccccc4)c(S(=O)(=O)O)cc3c2)c1	105	84	·	109	119	139	113	110
O=C1/C(=C\c2cccc(OCCCCCOc3ccc(Cl)cc3)c2)N=C2SCCCN12	69	54	92	41	42	9.3*	37	46
CCN(CC)CCCC(C)Nc1nc(-c2ccc(OC)cc2)nc2cc(Cl)ccc12 (stereo not drawn)	45	29	52	55	44	35	38	35
O=C(COc1ccc(Cl)cc1Cl)NCCO	100	120	94	92	102	93	98	107
ClC1=C(Br)C(Br)(Br)C(=C(Br)Br)C1(Br)Br	77	79	44	73	70	74	74	107
C=CCNC(=O)/C(=C/c1cccc([N+](=O)[O-])c1)NC(=O)c1ccccc1	101	116	207	108	108	·	101	101
COc1cc(NC(=O)Nc2cccc(-c3cc(=O)c4ccccc4o3)c2)cc(OC)c1OC	69	97	71	47	68	56	84	82
COc1ccc(NC(=O)Nc2ccc(OCCCCCC(=O)NO)cc2)cc1	98	105	72	98	88	93	86	94
N#Cc1c(NC(=O)c2ccco2)[n+]([O-])c2cc(Cl)c(Cl)cc2[n+]1[O-]	88	94	·	92	96	·	1.5*	126
O=C1NC(=O)C2(CCCC2c2ccccc2)N1 (stereo not drawn)	95	104	94	93	118	103	90	117
O=c1c2cc(F)ccc2oc2c(NCCNCCO)nc3ccccc3c12	31	40	-29*	32	-37*	-14*	-1.0*	49
CCN(CCO)CCNc1ccc(C)c2sc3cc(OC)ccc3c(=O)c12	53	64	-3.5*	65	20	88	22	86
COc1cc(Cl)cc(-c2nn(C(=O)NS(=O)(=O)c3ccc(C)cc3)cc2-c2ccncc2)c1	107	78	94	91	102	93	99	91
CCN(CC)CC(O)CNc1ccnc2cc(Cl)ccc12 (stereo not drawn)	94&102	95&90	156&91	80&96	123&97	88&89	122&104	104&106
COc1ccc([C@H]2c3[nH]c4ccccc4c3C[C@@H]3C(=O)N(C4CCN(Cc5c(F)cccc5F)CC4)CC(=O)N23)c(OC)c1	56	73	66	54	73	70	53	81
COc1cc2nnn3c4ncccc4c(N=O)c3c2cc1OC	21	79	·	-12*	·	-51*	-15*	91

In another format: results already given
Order of values – MCF7	MDA-MB-231	SR	RPMI-8226	K-562	MDA-MB-468	MOLT-4	MDA-MB-435
> C=CCNC(=O)/C(=C/c1cccc([N+](=O)[O-])c1)NC(=O)c1ccccc1
→ 101	116	207	108	108	·	101	101
> COc1cc(NC(=O)Nc2cccc(-c3cc(=O)c4ccccc4o3)c2)cc(OC)c1OC
→ 69	97	71	47	68	56	84	82
> COc1ccc(NC(=O)Nc2ccc(OCCCCCC(=O)NO)cc2)cc1
→ 98	105	72	98	88	93	86	94
> N#Cc1c(NC(=O)c2ccco2)[n+]([O-])c2cc(Cl)c(Cl)cc2[n+]1[O-]
→ 88	94	·	92	96	·	1.5*	126
> O=C1NC(=O)C2(CCCC2c2ccccc2)N1 (stereo not drawn)
→ 95	104	94	93	118	103	90	117
> O=c1c2cc(F)ccc2oc2c(NCCNCCO)nc3ccccc3c12
→ 31	40	-29*	32	-37*	-14*	-1.0*	49
> CCN(CCO)CCNc1ccc(C)c2sc3cc(OC)ccc3c(=O)c12
→ 53	64	-3.5*	65	20	88	22	86
> COc1cc(Cl)cc(-c2nn(C(=O)NS(=O)(=O)c3ccc(C)cc3)cc2-c2ccncc2)c1
→ 107	78	94	91	102	93	99	91
> CCN(CC)CC(O)CNc1ccnc2cc(Cl)ccc12 (stereo not drawn)
→ 94&102	95&90	156&91	80&96	123&97	88&89	122&104	104&106
> COc1ccc([C@H]2c3[nH]c4ccccc4c3C[C@@H]3C(=O)N(C4CCN(Cc5c(F)cccc5F)CC4)CC(=O)N23)c(OC)c1
→ 56	73	66	54	73	70	53	81
> COc1cc2nnn3c4ncccc4c(N=O)c3c2cc1OC
→ 21	79	·	-12*	·	-51*	-15*	91

2 entries picked at random from those above, as already listed:
SMILES	MCF7	MDA-MB-231	SR	RPMI-8226	K-562	MDA-MB-468	MOLT-4	MDA-MB-435
Nc1cccc(C(=O)Nc2ccc3c(O)c(N=Nc4ccccc4)c(S(=O)(=O)O)cc3c2)c1	105	84	·	109	119	139	113	110
O=C(COc1ccc(Cl)cc1Cl)NCCO	100	120	94	92	102	93	98	107

(list continues)
SMILES	MCF7	MDA-MB-231	SR	RPMI-8226	K-562	MDA-MB-468	MOLT-4	MDA-MB-435
COc1ccc2nccc(/C=C/c3ccnc4ccc(OC)cc34)c2c1	88	114	21	-5.3*	53	110	33	111
O=C(O)CCCc1cnc2c3sccc3nc(SCc3c(Cl)cccc3Cl)n12	26	70	24	52	21	61	50	6.4*
CCc1cc(=O)n2c(-c3ccc(Cl)cc3)cnc2[nH]1	97	106	101	103	90	105	92	99
CCCCCCCC/C=C/CCCCCCCC1=NC(C)(C)CN1CCO	-56*	9.5*	-43*	·	-52*	-64*	-44*	-32*
CCOC(=O)N1CCc2c(sc3c2C(=O)N[C@H](c2ccco2)N3)C1	94	107	101	·	·	114	98	104
O=C1C(O)=C(c2ccccc2)C(=O)N1c1ccccc1	92	97	102	127	102	113	100	113
OCCCN1CCN(CCCO)CC1	99	100	80	94	98	112	92	116
CC(=O)OCC1CCCO1 (stereo not drawn)	94	103	102	119	94	105	98	100
COc1ccc(-c2nc3c4cc(-c5ccccc5)oc4ncn3n2)cc1	97	99	109	115	100	98	104	100
Cc1ccc(S(=O)(=O)NC(CCC(=O)NC(N)=O)C(=O)NC(N)=O)cc1 (stereo not drawn)	88	86	90	100	97	88	116	104
CCn1c(SCC(=O)Nc2nc3ccc(OC)cc3s2)nnc1-c1cccnc1Nc1cc(OC)c(OC)c(OC)c1	90	97	80	72	66	122	54	100
COCCOC(=O)C1=C(C)NC(=S)NC1c1ccc2c(c1)OCO2 (stereo not drawn)	90	105	95	105	92	·	97	104
COc1ccc(-c2cc(NC(=O)Nc3cccc(Br)c3)no2)cc1	90	96	·	98	104	110	98	102
COc1cc(-c2nnc(SCC(=O)Nc3ccc(C(=O)/C=C/c4ccc(Cl)cc4)cc3)o2)cc(OC)c1OC	75	92	97	90	97	96	93	94
Nc1c(Br)cc2c(c1Br)Cc1cc(Cl)ccc1-2	81	70	80	105	·	-5.3*	97	102
COc1ccc([C@@H]2[C@@H](Oc3ccccc3)C(=O)N2c2cc(OC)c(OC)c(OC)c2)cc1F	14	12	5.1*	3.1*	4.7*	4.1*	6.8*	-27*
O=[N+]([O-])c1ccc(N/N=C/c2c(O)ccc3ccccc23)c([N+](=O)[O-])c1	88	89	94	89	106	113	92	103
O=S(=O)(c1ccc(NC(=S)N2CCOCC2)cc1)N1CCCCC1	101	132	103	77	107	·	112	101
COc1cc(/C=C2/SC(=O)NC2=O)cc(OC)c1OC	86	72	·	83	92	104	112	80
O=C(O)C(CS(=O)(=O)O)Nc1ncnc2nc[nH]c12 (stereo not drawn)	105	105	77	112	98	·	103	104
Cc1ccc(NSc2ccccc2[N+](=O)[O-])cc1	30	54	9.7*	20	17	18	30	-26*
COc1cc2c(c(OC)c1OC)C1(NCC2)C(=O)Nc2ccc(Cl)cc21 (stereo not drawn)	93	72	92	94	101	99	90	93
CC(C)=CCc1cc(O)cc2c1OC(C=C(C)C)C1=C2C(=O)C2=C(NCCS2(=O)=O)C1=O (stereo not drawn)	-55*	-8.7*	1.5*	64	2.3*	-27*	-35*	-56*
O=C1c2cc3c(cc2-c2c1c1ccc(Cl)cc1c(=O)n2CCCN1CCOCC1)OCO3	19	111	4.7*	61	44	32	8.7*	85
O=C1C(Cl)=C(N=Nc2c(Cl)c(O)c3ccccc3c2O)C(=O)c2ccccc21	63	61	35	69	37	66	62	-32*
(further entries)
SMILES	MCF7	MDA-MB-231	SR	RPMI-8226	K-562	MDA-MB-468	MOLT-4	MDA-MB-435
Cc1ccnc(NS(=O)(=O)c2ccc(Nc3ccnc(SCC(=O)c4ccc(Cl)cc4)n3)cc2)n1	102	104	104	104	111	111	104	118
CS(=O)(=O)c1ccc(C(=O)N/N=C/c2cccnc2)cc1	97	102	94	107	81	101	100	111
CC[n+]1c(/C=C/C=C2\N(C)c3ccccc3C2(C)C)sc2ccccc21	-27*	8.7*	-5.3*	-31*	2.4*	-12*	-19*	4.1*
Cn1c(=O)c2c(nc(Oc3ccccc3)n2C)n(C)c1=O	101	104	104	102	94	93	108	123
CCN1C(=O)/C(=C2\SC(=Nc3ccccc3)N(Nc3ccccc3)C2=O)c2ccccc21	79	84	101	94	84	95	89	97
NNc1nc(-c2cccnc2)nc2c1sc(=S)n2-c1ccccc1	93	105	88	106	75	115	86	112
COc1cc(C(=O)NN)cc(OC)c1OC	102	113	101	105	100	91	100	96
CCn1cnc2c(SC3CCCC3)ncnc21	98	108	73	·	·	108	95	113
CC(=O)Oc1ccc(O)c(C(=O)O)c1	96	101	95	110	107	117	104	102
O=C(Nc1ncnc2nc[nH]c12)c1ccccc1	96	104	114	97	93	110	95	112
ClC1C(Cl)C2(Cl)C(c3ccccc3)=CC1(Cl)C2(Cl)Cl (stereo not drawn)	102	92	73	97	111	99	86	111
CC(=O)Nc1cc(Cl)ccc1C	106	111	98	99	108	116	99	101
CCOC(=O)CSc1nc(-c2cnccn2)cc(-c2cccs2)c1C#N	67	84	108	108	94	87	98	97
O=C(CSc1nc2ccccc2c(=O)[nH]1)NCCN1CCCCC1	91	100	91	100	99	97	103	95
Cc1ccc(/C=C/C(=O)c2ccc(-c3cc4ccccc4oc3=O)nc2C)cc1	67	100	97	104	100	98	99	104
CCOC(=O)C1=CSC2=NC(C)=CC(c3ccc(Cl)cc3)N12 (stereo not drawn)	96	106	95	104	88	95	83	101
CSc1cnn(CCC#N)c(=O)n1	100	95	111	100	97	94	99	105
O=S(=O)(Cc1cccc2c(CS(=O)(=O)c3ccc(Cl)cc3)cccc12)c1ccc(Cl)cc1	85	97	95	96	83	97	95	78
Oc1ccc2ccccc2c1N=Nc1ncn[nH]1	91	103	102	107	94	112	95	110
COc1cc(/C=N/n2c(CN3CCCCC3)nc3ccccc3c2=O)cc(OC)c1OC	95	104	96	112	99	100	109	102
CC(=O)Oc1cccc(OC(C)=O)c1OC(C)=O	89	99	90	105	100	98	82	95
O=C(CCCCCn1c2ccccc2c2c3c(c4c5ccccc5[nH]c4c21)C(=O)N(O)C3=O)N1CCOCC1	16	48	8.3*	15	34	3.7*	-15*	55
Cc1ccc(C)c2c1sc1nc(N3CCOCC3)c(C#N)c(=O)n12	52	92	63	76	151	87	110	118
Cc1ccc(C(=O)/C(=C\c2ccc([N+](=O)[O-])cc2)S(=O)Cc2ccc(F)cc2)cc1 (stereo not drawn)	7.9*	11	7.9*	-21*	·	-10*	1.5*	46
COc1cccc(/C=C/c2nc(=O)c3ccccc3o2)c1OC	87	56	90	85	79	76	91	94
The list continues:
SMILES	MCF7	MDA-MB-231	SR	RPMI-8226	K-562	MDA-MB-468	MOLT-4	MDA-MB-435
O=C(CSc1nnc(-c2ccc(-c3nc4ccccc4[nH]3)cc2)o1)Nc1ccccc1	73	-15*	34	57	33	93	27	86
Cc1cc2nc(C(C)O)[nH]c2cc1C (stereo not drawn)	101	119	111	81	103	120	102	109
C=CC(=O)N1CCN(c2ccc3nc4c(nc3c2C(F)(F)F)C(=O)c2ncccc2C4=O)CC1	-67*	-14*	33	-20*	3.6*	-69*	-38*	-71*
COc1cc(-c2nn(-c3ccccc3)cc2-c2ccnc(NCCCNS(=O)(=O)c3cccc(F)c3)n2)ccc1Cl	80	73	73	·	93	72	69	98
CC(O)CNC(=O)C(C)NC(=O)c1ccc(Br)s1 (stereo not drawn)	95	101	98	108	88	96	91	111
C[N+](C)(C)CC(=O)N/N=C\c1ccccc1C(=O)O	101	130	62	97	102	118	85	100
Nc1nc(C(=O)N/N=C/c2ccc(N3CCCCC3)cc2)nn1-c1ccc(S(N)(=O)=O)cc1	91	93	99	97	98	100	111	99
COc1ccc(Cc2nccc3c(Cc4c(OC)c(OC)cc5c(Cc6ccc(OC)c(OC)c6)nccc45)c(OC)c(OC)cc23)cc1OC	95	87	89	80	88	92	86	102
C=CCN(CC=C)C(=O)Nc1cc(OC)ccc1OC	98	106	107	80	94	100	98	102
C=CCn1c(SCC(=O)Nc2ccc(Cl)cc2)nnc1-c1cc(-c2ccccc2)nc2ccccc12	72	79	82	92	75	98	68	101
c1coc(CNc2ncnc3nc[nH]c23)c1	94	99	109	104	98	89	101	104
CCC1(c2ccccc2)C(=O)N=C(N)N(C#N)C1=O (stereo not drawn)	100	100	148	116	99	111	127	106
CCNCCNc1cc(-c2cccc(C(F)(F)F)c2)c(C#N)c2nc3ccccc3n12	-70*	-66*	-37*	-29*	-66*	-84*	-33*	-93*
CC1CC(OC(=O)CCl)CC(C)(C)C1 (stereo not drawn)	100	117	85	103	92	101	91	117
NS(=O)(=O)Oc1ccc(C(=O)NC23CC4CC(CC(C4)C2)C3)cc1Cl	103	100	93	96	95	102	91	102
CC(=O)c1ccccc1Oc1nccc(-c2ccc(Cl)cc2)n1	87	90	77	87	72	67	84	83

Screening results from PubChem.
